Jurkat NFkB inh: inhibitors of induced NF-kB luciferase reporter, primary screen, TCR NF-kB activation inhibitor project, cell-based, luminescence, uHTS. Jurkat, PMA/ionomycin-induced NF-kB luciferase reporter. inhibition, % at 4 µM. 330,000 compounds, 0.53% hits. AID 435003, 2010; in the data active = inhibition above about 50%
TIM10 inh: growth inhibitors of isogenic TIM10 control yeast, primary screen, counter-screen for tim10-1 yeast inhibitor project, luminescence, uHTS; S. cerevisiae TIM10 strain growth, BacTiter-Glo luminescence, 24 h; inhibition, % at 10 µM; 330,000 compounds, 1.4% hits; AID 463195, 2010;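 active = inhibition of 40% or more at the single tested concentration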;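 also: wild-type TIM10 isogenic control strain grown at permissive 25 °C; 0% = DMSO yeast wells and 100% = minimal medium wells without yeast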
tim23-1 inh: growth inhibitors of tim23-1 mutant yeast, primary screen, luminescence, uHTS; S. cerevisiae tim23-1 growth, BacTiter-Glo luminescence, 24 h; inhibition, % at 20 µM; 330,000 compounds, 1.3% hits; AID 463212, 2010;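 active = growth inhibition of the mutant yeast at or above 50%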;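 also: temperature-sensitive mutant grown at 25 °C; plate controls were DMSO-treated mutant yeast for no effect and medium wells lacking yeast for full effect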
UPR XBP1 act: activators of adaptive XBP1 UPR arm, primary screen, cell-based, CHO-XBP1 luciferase reporter, luminescence, uHTS. IRE1-XBP1 UPR activation; percent of tunicamycin response, DMSO as zero. activation, % at 20 µM. 330,000 compounds, 0.33% hits. AID 463104, 2010;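 active = versus positive control, 20 µM dose yields 30% or more activation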;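 also: 100% = tunicamycin at 10 µg/mL and 0% = DMSO only wells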
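Material: CHO cell line with stable XBP1 luciferase reporter; buffer or medium: F12 medium containing 10% fetal bovine serum; compound: single point, 20 µM final compound, 1% DMSO; incubation: 6 h treatment, 37 °C; measured by: glow luminescence from Steady-Glo reagent; evaluation: activation, % of tunicamycin; control set: tunicamycin high, DMSO low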
Mdm2 MdmX PPI: inhibitors of human Mdm2-MdmX association, primary screen, cell-based, luminescence, split luciferase, SaOS-2, uHTS. SaOS-2 split-luciferase Mdm2/MdmX complementation. inhibition, % at 8 µM. 330,000 compounds, 3% hits. AID 485346, 2010;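 active = inhibition of at least 50% at 8 µM in the primary screen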
Target sequence (O15151 whole entry, looked up): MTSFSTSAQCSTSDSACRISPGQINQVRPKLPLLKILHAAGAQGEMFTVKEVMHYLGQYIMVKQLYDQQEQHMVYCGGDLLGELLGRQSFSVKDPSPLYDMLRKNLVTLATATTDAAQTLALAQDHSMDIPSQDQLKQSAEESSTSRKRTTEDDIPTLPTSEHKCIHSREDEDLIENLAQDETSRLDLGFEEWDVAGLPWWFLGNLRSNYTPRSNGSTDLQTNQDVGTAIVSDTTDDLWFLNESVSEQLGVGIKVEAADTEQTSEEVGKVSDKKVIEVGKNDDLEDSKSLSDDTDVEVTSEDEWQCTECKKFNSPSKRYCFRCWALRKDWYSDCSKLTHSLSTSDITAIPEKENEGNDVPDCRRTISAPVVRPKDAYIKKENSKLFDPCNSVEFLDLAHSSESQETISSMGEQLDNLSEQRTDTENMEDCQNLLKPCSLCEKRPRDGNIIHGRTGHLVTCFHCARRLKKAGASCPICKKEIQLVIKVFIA
Target sequence (Q00987 whole entry, looked up): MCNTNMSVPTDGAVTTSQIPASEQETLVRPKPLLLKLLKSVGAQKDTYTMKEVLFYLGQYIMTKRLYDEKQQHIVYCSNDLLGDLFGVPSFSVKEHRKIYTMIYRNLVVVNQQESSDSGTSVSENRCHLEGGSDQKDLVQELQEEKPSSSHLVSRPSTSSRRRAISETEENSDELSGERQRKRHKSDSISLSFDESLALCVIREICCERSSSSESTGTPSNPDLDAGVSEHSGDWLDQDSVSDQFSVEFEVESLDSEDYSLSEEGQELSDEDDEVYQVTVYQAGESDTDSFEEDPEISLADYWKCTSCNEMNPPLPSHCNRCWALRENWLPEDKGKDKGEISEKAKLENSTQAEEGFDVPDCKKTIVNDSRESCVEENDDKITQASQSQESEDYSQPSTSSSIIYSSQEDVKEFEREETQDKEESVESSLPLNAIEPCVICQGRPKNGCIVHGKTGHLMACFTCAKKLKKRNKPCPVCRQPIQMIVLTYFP
697 NFkB inh: inhibitors of PMA/ionomycin-induced NF-kB reporter, 697 cells, primary screen, B-cell NF-kB inhibitor project, cell-based, luminescence, uHTS; inhibition, % at 4 µM; 330,000 compounds, 0.33% hits; 697 B-cell NF-kB luciferase reporter, 16 h; in the data active = inhibition above about 35%
CHOP UPR activ: activators of apoptotic CHOP UPR arm, primary screen, cell-based, CHO-CHOP luciferase reporter, luminescence, uHTS; 330,000 compounds, 0.34% hits; UPR activation; percent of tunicamycin response over DMSO baseline; AID 449763, 2010; activation, % at 10 µM;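 active = at 10 µM dose, activation of 40% or more, normalized to positive control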;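 also: 100% = tunicamycin at 10 µg/mL and 0% = DMSO alone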
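System: CHO-CHOP luciferase reporter cell line | Buffer or medium: F12 medium containing 10% fetal bovine serum | Doses: One dose, 10 µM in 0.5% DMSO | Times: 6 h compound exposure at 37 °C after overnight seeding | Signal: Luciferase luminescence | Read-out: % activation vs tunicamycin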
tim10-1 inh: growth inhibitors of tim10-1 mutant yeast, primary screen, luminescence, uHTS | 330,000 compounds, 2.2% hits | AID 463190, 2010 | inhibition, % at 20 µM | S. cerevisiae tim10-1 ts strain growth, BacTiter-Glo, 24 h;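 active = inhibition of at least 40%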;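 also: mutant grown at 25 °C; 0% = DMSO wells with yeast and 100% = wells holding no yeast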
* marks the source's active call; other numbers are inactive results.

Short keys: A = Jurkat NFkB inh; B = TIM10 inh; C = tim23-1 inh; D = UPR XBP1 act; E = Mdm2 MdmX PPI; F = 697 NFkB inh; G = CHOP UPR activ; H = tim10-1 inh
#1 CCN1CCN(C(=O)C(=O)c2cn(CC(=O)N3CCCCCC3)c3ccccc23)CC1
  A: -18; B: 0; C: -6; D: -3; E: 13; F: 3; G: 1.6; H: -11
#2 CC(C)(C)C(=O)NC(=S)Nc1cc(C(=O)O)ccc1Cl
  A: 4; B: -2; C: 10; D: -3; E: 23; F: 11; G: 1.4; H: 2
#3 COc1ccc(CCNC(=O)C2CCN(Cc3nc(-c4ccccc4F)oc3C)CC2)cc1OC
  A: -16; B: 13; C: 12; D: 4; E: 1; F: -27; G: 1.8; H: 25
#4 CCc1ccccc1N1CC(C(=O)N2Cc3ccccc3CC2C(N)=O)CC1=O (centres undefined)
  A: 2; B: 0; C: -8; D: -2; E: -10; F: 11; G: -0.8; H: -3
#5 O=S1(=O)CC2NC(=S)N(c3cccc(Br)c3)C2C1 (centres undefined)
  A: 14; B: 0; C: -6; D: 0; E: 2; F: 7; G: 1.3; H: -1
#6 Cc1ccc2c(c1)C(c1ccc(F)cc1)N(C(=O)c1ccccc1Br)CC(=O)N2 (centres undefined)
  A: -16; B: 28; C: 37; D: -7; E: 30; F: 18; G: 0.7; H: 20
#7 O=C(NCCc1ccccc1)Nc1cccc(Cl)c1
  A: -26; B: 30; C: 27; D: -1; E: -14; F: -32; G: 1.1; H: -10
#8 COc1ccc(-n2cnc3scc(-c4ccccc4)c3c2=O)cc1
  A: -3; B: 21; C: 39; D: -1; E: -5; F: -20; G: 0.5; H: 36
#9 CCOc1cc(/C=C2/C(=O)N(c3ccccc3)N=C2C)ccc1OC(=O)c1ccco1
  A: 2; B: 25; C: 14; D: 2; E: 14; F: 0; G: -2.2; H: 40*
#10 COc1ccccc1/C=C1\SC(=S)N(CCC(=O)NCCc2ccc(O)cc2)C1=O
  A: -8; B: 7; C: 8; D: 1; E: 60*; F: -35; G: 7.3; H: 2
#11 C=CCc1cc(Cl)ccc1OCCOCCNC(C)CC (centres undefined)
  A: -12; B: 13; C: -2; D: 0; E: 25; F: 13; G: -0.5; H: 7
#12 CCOC(=O)C1=C(N)Oc2cc(C)n(CCc3ccc(OC)c(OC)c3)c(=O)c2C1c1cccnc1 (centres undefined)
  A: -6; B: -6; C: -1; D: 0; E: 19; F: -9; G: 0.2; H: 10
#13 Cc1cc(NC(=O)COC(=O)c2ccccc2NCCO)no1
  A: 7; B: -4; C: 9; D: -2; E: -7; F: 5; G: 0.4; H: 10
#14 Cc1ncc(CSc2nc3ccccc3[nH]2)c(N)n1
  A: -6; B: -5; C: -3; D: 0; E: 18; F: 18; G: -1.3; H: 26
#15 Cc1ccccc1CN1CCN(C/C=C/c2ccccc2)CC1
  A: 14; B: 11; C: 5; D: -2; E: -3; F: 17; G: -0.3; H: -1

Reprinted from the part before: 3 compounds, then new ones.
Short keys: A = Jurkat NFkB inh; B = TIM10 inh; C = tim23-1 inh; D = UPR XBP1 act; E = Mdm2 MdmX PPI; F = 697 NFkB inh; G = CHOP UPR activ; H = tim10-1 inh
#13 Cc1cc(NC(=O)COC(=O)c2ccccc2NCCO)no1
  A: 7; B: -4; C: 9; D: -2; E: -7; F: 5; G: 0.4; H: 10
#14 Cc1ncc(CSc2nc3ccccc3[nH]2)c(N)n1
  A: -6; B: -5; C: -3; D: 0; E: 18; F: 18; G: -1.3; H: 26
#15 Cc1ccccc1CN1CCN(C/C=C/c2ccccc2)CC1
  A: 14; B: 11; C: 5; D: -2; E: -3; F: 17; G: -0.3; H: -1
#16 Cc1cc(C)c(NC(=O)C2CCC(=O)N2)c(C)c1 (centres undefined)
  A: -12; B: -12; C: 13; D: -1; E: 3; F: 12; G: 0.1; H: -5
#17 CCN1CCc2c(OCC(=O)Nc3ccc4c(c3)OCCO4)cccc2C1=O
  A: 2; B: 5; C: 0; D: -1; E: -4; F: -3; G: -1.1; H: 10
#18 COc1cc(/C=N\N=C2/SC(CC(=O)O)C(=O)N2c2ccc(O)cc2)ccc1O (centres undefined)
  A: 3; B: 12; C: -4; D: -7; E: 24; F: 23; G: -1.4; H: 10
#19 CC(C)(C)C(=O)Nc1ccccc1C(=O)Nc1cccnc1
  A: -6; B: -16; C: 2; D: 0; E: 12; F: 10; G: -3.6; H: 10
#20 COc1ccc(C(=O)CSc2nnc(CNC(=O)c3ccc(OC)c(OC)c3)n2C)cc1
  A: 9; B: -15; C: 7; D: 3; E: 11; F: 15; G: -2.4; H: 5
#21 O=C(NC1CCCCC1)c1cccnc1C(=O)O
  A: 6; B: 9; C: 10; D: -1; E: -16; F: 18; G: -0.9; H: 5
#22 Cc1ccc(C(=O)NC(=S)Nc2cc(C(F)(F)F)ccc2Cl)cc1
  A: -6; B: 2; C: -6; D: 7; E: 55*; F: -3; G: 0.6; H: -2
#23 O=C(O)c1cccc(N/N=C/c2cccc3ccccc23)c1
  A: 35; B: -6; C: 7; D: -11; E: -10; F: -83; G: -8.4; H: -5
#24 O=C(Nc1ccccc1N1CCCCC1)C1=COCCO1
  A: 7; B: 14; C: 42; D: 0; E: 17; F: 7; G: -0.9; H: 2
#25 COc1ccc(-c2nn(Cc3ccccc3)cc2C(=O)N2CCN(c3ncccn3)CC2)cc1OC
  A: -43; B: 2; C: 11; D: 1; E: -14; F: -22; G: 4.7; H: 19
#26 Cc1ccc(S(=O)(=O)NC(CC(=O)n2nc(C)cc2C)c2ccccc2)cc1 (centres undefined)
  A: -2; B: 4; C: 37; D: 1; E: -15; F: 5; G: 0.8; H: 33
#27 CC(C)OC(=O)c1c(NS(=O)(=O)c2ccccc2)sc2c1CCCC2
  A: 10; B: 23; C: 10; D: -1; E: 23; F: 15; G: 1.5; H: 36
#28 CCC(c1nnc(SCC(=O)Nc2ccc(C(=O)N(C)C)cc2)n1Cc1ccccc1)N(C)C (centres undefined)
  A: 11; B: -10; C: -1; D: -6; E: -8; F: 2; G: 1.9; H: -8
#29 CN1CCN(S(=O)(=O)c2ccc3[nH]cc(C(=O)O)c(=O)c3c2)CC1
  A: -3; B: 6; C: 11; D: 2; E: 13; F: 14; G: -2.4; H: 5
#30 O=Cc1ccccc1OCc1ccc2c(c1)OCO2
  A: -111; B: 22; C: 57*; D: 3; E: -44; F: -114; G: 2.6; H: 0

Additional records:
Short keys: A = Jurkat NFkB inh; B = TIM10 inh; C = tim23-1 inh; D = UPR XBP1 act; E = Mdm2 MdmX PPI; F = 697 NFkB inh; G = CHOP UPR activ; H = tim10-1 inh
#31 CCOC(=O)c1c(C)[nH]c(C(=O)COC(=O)c2cc(C)oc2C)c1C
  A: 0; B: 2; C: 18; D: -1; E: -10; F: -3; G: 0.1; H: 10
#32 CC(NC(=O)CN(C)Cc1cccc(Cl)c1)c1ccccc1 (centres undefined)
  A: -20; B: 12; C: 6; D: 2; E: -4; F: 6; G: 4.9; H: 17
#33 CC(=O)c1ccc(OCc2cccc(C(F)(F)F)c2)cc1O
  A: 13; B: 16; C: 15; D: -4; E: -16; F: 8; G: 2.3; H: 6
#34 Cc1cccn2c(=O)c(C=O)c(N3CCN(c4ccc(F)cc4)CC3)nc12
  A: 2; B: 33; C: 28; D: -2; E: 13; F: 1; G: 1.4; H: 49*
#35 Cc1ccc(S(=O)(=O)NCC(=O)NCC(=O)OCc2c(F)cccc2Cl)cc1
  A: 5; B: 9; C: 10; D: -1; E: 3; F: 22; G: 0.2; H: 8
#36 Cc1ccc2c(c1)Sc1ccccc1CC2=O
  A: 4; B: -29; C: 1; D: 0; E: 1; F: 4; G: -2.7; H: -33
#37 CCCc1ccc(-c2ccc(-c3noc(-c4ccncc4)n3)cc2)nc1
  A: 27; B: -4; C: 7; D: -4; E: 14; F: -29; G: 4.8; H: -4
#38 CCn1cc(C(=O)NCCCN2CCC(C)CC2)c(=O)c2cc(S(=O)(=O)N3CCOCC3)ccc21
  A: -2; B: -6; C: -7; D: -6; E: 5; F: -6; G: 0.8; H: -6
#39 O=C(COC(=O)Cc1ccccc1F)Nc1cc(S(=O)(=O)N2CCOCC2)ccc1N1CCCC1
  A: 12; B: 5; C: 19; D: -1; E: -17; F: 14; G: 0.8; H: 11
#40 NC(=O)C1CC(=O)N(c2ccc(OCC(=O)Nc3ccc(F)cc3)cc2)C1 (centres undefined)
  A: 3; B: 2; C: 2; D: 1; E: 13; F: 10; G: 0.3; H: -11
#41 C=CCOC(=O)C1=C(C)N=C2SCCC(=O)N2C1/C=C/c1ccccc1 (centres undefined)
  A: -1; B: 18; C: 14; D: -3; E: 3; F: 9; G: -1.8; H: 42*
#42 CSc1nsc(SCC(=O)Nc2ccccc2C(=O)O)n1
  A: -4; B: 1; C: 24; D: 2; E: -4; F: -19; G: -0.1; H: 19
#43 CCc1ccc(NC(=O)C(=O)NNC(=O)c2cccc(OC)c2)cc1
  A: -5; B: -9; C: 8; D: 1; E: 22; F: 0; G: -0.5; H: 1
#44 CCOC(=O)N1CCc2c(sc3nc4n(c(=O)c23)N=C(c2ccc(OC)cc2)CS4)C1
  A: -2; B: 11; C: 12; D: 1; E: 25; F: -8; G: -0.8; H: 9
#45 CCCC(c1nnnn1CC1CCCO1)N1CCN(c2cc(Cl)ccc2C)CC1 (centres undefined)
  A: 8; B: 21; C: 26; D: -2; E: 20; F: 2; G: 0.4; H: 27

New compounds follow.
Short keys: A = Jurkat NFkB inh; B = TIM10 inh; C = tim23-1 inh; D = UPR XBP1 act; E = Mdm2 MdmX PPI; F = 697 NFkB inh; G = CHOP UPR activ; H = tim10-1 inh
#46 CCOC(=O)c1c(NC(=O)c2nn(C)cc2[N+](=O)[O-])sc(C)c1C
  A: -1; B: 14; C: 12; D: -1; E: 5; F: 11; G: -0.9; H: 23
#47 Cc1ccc(-n2nc3c(c2NC(=O)c2ccco2)CS(=O)(=O)C3)c(C)c1
  A: -1; B: -3; C: -1; D: -3; E: 25; F: -3; G: -2.1; H: -4
#48 O=C(O)c1cc2c(cc1NC(=O)C1CCCC1)OCCO2
  A: -6; B: 9; C: 0; D: -3; E: 3; F: -4; G: -0.4; H: -5
#49 O=C1CC(C(=O)O)S/C(=N\N=C\c2ccc(Br)cc2)N1 (centres undefined)
  A: -3; B: -6; C: -5; D: -1; E: 22; F: 6; G: 2.8; H: 11
#50 Cc1cccc(C)c1NC(=O)CN(C)C(=O)C1CCN(c2ncnc3sc(C)c(C)c23)CC1
  A: 19; B: 2; C: 14; D: -1; E: 14; F: 7; G: 0.0; H: 15
#51 Cc1cccc(/C=C2/SC(=O)N(Cc3ccccc3Cl)C2=O)n1
  A: 17; B: -1; C: 1; D: 1; E: 28; F: 7; G: 1.4; H: -2
#52 O=C1Nc2cc(Cl)c(Cl)cc2N(O)N1c1ccccc1
  A: 16; B: 6; C: 15; D: 0; E: 20; F: 28; G: 1.7; H: 18
#53 CSc1nsc(SCc2ccc(F)cc2)n1
  A: 2; B: 0; C: 14; D: 2; E: 6; F: 10; G: 4.1; H: 1
#54 OCCC1CN(Cc2cnc(-c3ccc(Cl)cc3)nc2)CCN1C1CCCC1 (centres undefined)
  A: 17; B: 9; C: 8; D: -1; E: 18; F: -41; G: 0.0; H: 12

Rows were taken by chance, and some 6.6% of all compounds hit somewhere here.
